# CHO parental Ca: ATP-evoked calcium signal inhibitors, parental CHO, primary screen, counter-screen for OX1R antagonist project, cell-based, fluorescence, Fluo-8 calcium dye; 330,000 tested, 0.63% active; parental CHO-K1, ATP-induced calcium, Fluo-8 fluorescence; inhibition, % at 5.6 µM;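 active means inhibition above that plate's mean sample inhibition plus 3 SD, cut at about 26% in these data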;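 further: 0% = ATP-challenged DMSO wells and 100% = DMSO wells without ATP; some compounds past the cut are filed as inactive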
#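 test system = CHO parental line | reagent = ATP stimulus | measured by = intracellular calcium via Fluo-8 no-wash fluorescent dye | control set = ATP and no-ATP DMSO wells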
# OXTR potentiate: human OXTR potentiators, primary screen, fluorescence, CHO-OTR cells, Fluo-8 calcium. Oxytocin receptor (Homo sapiens), P30559. Fluo-8 calcium fluorescence, potentiator mode; 0% = oxytocin EC15, 100% = EC100. activation, % at 3 µM. 320,000 tested, 0.061% active;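 active means activation above that plate's cutoff, the mean activation of tested compounds plus 3 SD, cut at about 6.6% in these data, passing the limit was not always enough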;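 further: 100% uses oxytocin at 75 nM as the full agonist control; some results filed as inactive read as strong as hits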
# Target sequence (P30559 whole entry, looked up): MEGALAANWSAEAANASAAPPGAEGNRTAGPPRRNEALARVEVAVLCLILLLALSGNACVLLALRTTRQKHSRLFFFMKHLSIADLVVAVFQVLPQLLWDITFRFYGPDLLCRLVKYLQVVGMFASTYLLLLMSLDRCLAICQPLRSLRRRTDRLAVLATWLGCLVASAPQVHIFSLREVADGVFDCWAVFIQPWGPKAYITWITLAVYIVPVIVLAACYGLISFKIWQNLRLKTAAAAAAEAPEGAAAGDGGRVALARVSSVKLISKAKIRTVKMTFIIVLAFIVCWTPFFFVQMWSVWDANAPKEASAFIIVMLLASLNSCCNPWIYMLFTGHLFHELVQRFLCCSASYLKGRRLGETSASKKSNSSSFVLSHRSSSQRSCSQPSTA
#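 Material: human OTR in CHO cells. Compound: 3.0 µM, one dose. Timing: compound 6 min at room temperature before oxytocin, 100 s read. Evaluation: % activation of max/min ratio relative to oxytocin controls. Replication: single well per compound, singlicate. Signal: Fluo-8 calcium dye fluorescence.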
# * marks the source's active call; other numbers are inactive results. An excerpt (hit frequency here may not be typical).
smiles | CHO parental Ca | OXTR potentiate
CSCCNC(C)=O | 3.8 | -9.4
CCOC(=O)CN(C)Cc1c[nH]c2ccccc12 | 1.9 | -1.7
CCCc1nc(SCC(=O)N2CCc3ccccc32)c2c(C)c(C)sc2n1 | -16.2 | -9.0
CC1C(=O)Nc2ccc(S(=O)(=O)N3CCN(c4ccccc4F)CC3)cc2NC1=O (centres undefined) | 2.1 | 0.1
COc1cc(C2C(C(=O)c3ccco3)=C(O)C(=O)N2c2cc(C)on2)ccc1OCc1ccccc1 (centres undefined) | -2.7 | -2.4
Cc1cc(C(=O)O)ccc1-n1c(C)ccc1C | -1.1 | -11.1
COC(=O)N1CCN(c2ccc(C)c(C)c2)CC1 | -21.4 | -8.0
CCN(CC)C1CC(=O)N(c2cccc(C)c2)C1=O (centres undefined) | -12.4 | -1.8
CC(C)CNC(=O)CC(NCC(C)C)C(=O)O (centres undefined) | 0.2 | -5.8
CN(C)c1ccc(/C=c2/sc3n(c2=O)NC2(c4ccccc4)N(C)C(=O)N(C)C2(c2ccccc2)N=3)cc1 (centres undefined) | -19.8 | 0.2
CCOC(=O)C(=Cc1ccc(F)cc1)C(=O)OCC | 5.2 | -9.7
COc1ccc(N(CC(=O)N/N=C/c2cc3ccc(OC)cc3nc2Cl)S(=O)(=O)c2ccccc2)cc1 | -7.0 | -4.3
Cn1c(N)c(C(=O)COC(=O)c2cc(-c3ccccc3)nc3ccccc23)c(=O)n(C)c1=O | -26.0 | -7.0
Cc1ccc(CSCC2Nc3ccc(C(=O)N4CCN(c5cccc(C)c5)C(C)C4)cc3NC2=O)cc1 (centres undefined) | -22.9 | -15.2
O=C1CC(c2ccc(Cl)cc2)CC(O)=C1C=NCCN1CCNCC1 (centres undefined) | -11.2 | -3.4
O=C(c1ccco1)[C@@H]1[C@@H]2C(=O)N(c3ccc(F)cc3)C(=O)[C@@H]2C2c3ccccc3C=CN21 (some centres undefined) | -12.2 | -1.2
O=c1[nH]c(=O)n(Cc2ccccc2)c2nc(-c3cccs3)n(CCO)c12 | -14.6 | -6.2
CC(C)n1c(SCC(=O)Nc2nncs2)nnc1-c1ccco1 | -3.0 | 0.2
O[C@@H]1COC(Nc2ccc(N=Nc3ccccc3)cc2)C[C@@H]1O (some centres undefined) | -4.1 | 2.3
COc1ccc(N/C(=C(/C(Cl)=C(Cl)Cl)[N+](=O)[O-])n2nnc3ccccc32)cc1 | -1.3 | -7.8
COc1cc(NS(=O)(=O)c2ccc(NC(=O)COc3ccccc3Cl)cc2)nc(OC)n1 | -11.8 | -1.8
O=c1oc2c(Cl)cc(Cl)cc2cc1-c1nnc(Nc2ccccc2F)s1 | -1.3 | -8.6
C[C@]12CC[C@@H]3c4ccc(O)cc4[C@@H](O)C[C@H]3[C@@H]1CC[C@@H]2O | -0.5 | 1.2
CCOCCCn1c(C)nc2c(c1=O)c1nc3ccccc3nc1n2-c1ccc2c(c1)OCCO2 | -17.5 | 2.6
Cc1ccc(-c2nc(SCC(=O)Nc3ccccc3OC(F)F)c3c(C)c(C(=O)O)sc3n2)cc1 | -4.2 | -7.4
O=C(COc1ccc(Cl)cc1Cl)NC(=S)Nc1ccccc1C(=O)O | -1.6 | -12.1
O=C(Oc1ccc(OC(=O)N2CCCCC2)cc1)N1CCCCC1 | 2.8 | -5.4
C=C1SC(=Nc2ccccc2Cl)N(C(=O)c2sc3ccccc3c2Cl)C12CCCCC2 | -14.7 | -7.7
CN(c1ccccc1)c1ccc(/C=c2\s/c(=C(/C#N)C(=O)C(C)(C)C)n(Cc3ccco3)c2=O)cc1 | 47.5* | -10.5
Cn1c(C(C)(O)C(O)c2ccccc2)nc2ccccc21 (centres undefined) | -7.1 | 2.7
Cc1ccccc1/C=C/C(=O)c1ccc([N+](=O)[O-])o1 | -9.8 | 12.8
O=[N+]([O-])c1ccc(-c2nnc(S)n2-c2ccccc2)cc1 | 0.1 | -13.3
COc1ccc(-n2c(=O)c3c4c(sc3n(Cc3cccc(F)c3)c2=O)CN(C(C)=O)CC4)c(OC)c1 | -16.0 | -10.1
Cc1ccc(CNC(=O)C(NS(=O)(=O)c2cccs2)C(C)C)cc1 (centres undefined) | -20.1 | -5.4
NC(=O)CCC(NS(=O)(=O)c1ccc(Cl)cc1)C(=O)NCc1ccccc1 (centres undefined) | -9.7 | 5.5
Cc1ccnc(NC(=O)/C=C/c2ccccc2[N+](=O)[O-])c1 | -10.7 | -7.9
COc1ccccc1C(C)NS(=O)(=O)c1cccs1 (centres undefined) | -0.5 | -3.1
O=C1NC(Cc2ccccc2)c2nc3ccc(Cl)cc3c(=O)n2-c2ccccc21 (centres undefined) | -6.5 | -4.5
CC(Sc1ccsc1[N+](=O)[O-])C(=O)NCc1ccccc1 (centres undefined) | -10.6 | -5.7
CC(NC(=O)Cc1ccccc1[N+](=O)[O-])c1ccccc1 (centres undefined) | -3.3 | 3.9
COc1cccc(N/C(N)=N/c2nc(CSc3ccccn3)cc(=O)[nH]2)c1 | -17.8 | -3.1
CC(=O)c1ccc(N2CCN(C(=O)Cn3c(=S)[nH]c4ncccc4c3=O)CC2)cc1 | -5.5 | -4.5
Cc1ccccc1C(=O)Nn1c(C)ccc1C | -14.4 | -4.0
COc1ccc(/C=C2\Sc3ccc(C(=O)N4CCc5ccccc5C4)cc3N(C)C2=O)cc1 | -26.6 | -5.8
Cc1ccc(N2C(=O)c3ccccc3C2O)nc1 (centres undefined) | 8.7 | -4.6
c1ccc2c(NCCCN3CCOCC3)c3ccccc3nc2c1 | -7.9 | -28.8
C=C1C(O)[C@@H]2O[C@]3(CC[C@H](/C=C/C(C)[C@@H]4CC(C)=CC5(O[C@H](C[C@@](C)(O)CO)CCC5O)O4)O3)CC[C@H]2O[C@@H]1C(O)CC(C)[C@H]1OC2(CCCCO2)CCC1C (some centres undefined) | -8.9 | -5.0
O=[N+]([O-])C(=c1ccc2c(c1)N1C3=C(CCCC3)CC3CCCCC31N=2)[N+](=O)[O-] (centres undefined) | -24.5 | -2.4
NC(=O)CC[C@@H]1NC(=O)[C@H](CO)NC(=O)c2cc([N+](=O)[O-])cc(I)c2NCCCC[C@@H](C(N)=O)NC(=O)[C@H](Cc2ccc(O)cc2)NC1=O | 10.1 | -4.2
Cc1ccc(C(=O)Nc2ccc(C(=O)N/N=C/c3ccncc3)cc2)cc1 | -16.8 | -4.8
Cc1ccc(NC(=O)CCNS(=O)(=O)c2cc(Br)cnc2N)c(Cl)c1 | -3.1 | -7.5
CC1=CC2=NC(=O)CC(C)(C(=O)N(CC(=O)NC(C)C)C3CCCC3)N2C=C1 (centres undefined) | 9.6 | -6.2
CCCCCNc1nc(-c2ccccc2)cs1 | -6.0 | 0.1
O=C1c2ccccc2C(=O)N1c1cccc(-c2csc(Nc3ccc4c(c3)OCO4)n2)c1 | -5.6 | -5.9
Cc1cccc(-n2c(-c3cccc([N+](=O)[O-])c3)nc3nc4ccccc4nc32)c1 | -10.0 | -4.0
CCCCNC(=O)Oc1cc(CCl)on1 | 2.1 | -10.1
O=C(OCCCOC(=O)c1ccccc1O)c1ccccc1O | -15.6 | -10.0
CCCCC(=O)Nc1ccccc1C(C)C | -10.4 | -13.5
COc1ccc(-c2ccnc3nc(/N=C/N(C)C)nn23)cc1 | -16.9 | -12.3
CCCCCCN(C(=O)CCCCCN1C(=O)NC(c2ccc(-c3ccccc3)cc2)C(C(=O)OCc2ccccc2)=C1C)C(C)C(=O)NCCCC (centres undefined) | -16.1 | -8.9

# Continued:
smiles | CHO parental Ca | OXTR potentiate
O=C(c1ccc(Cn2c(=S)[nH]c3cc4c(cc3c2=O)OCO4)cc1)N1CCN(c2ncccn2)CC1 | -5.1 | -24.8
COc1ccc2c(c1)O[C@H](c1ccc3c(c1)OCO3)[C@@H](OC(=O)N[C@H]1CCCc3ccccc31)C2=O | -20.4 | -17.1
O=C(N/N=C(\c1ccccc1)c1cccnc1)c1cc(O)ccc1O | -9.5 | -3.8
CCOc1cc(CO)c(Br)cc1OCC(=O)O | -1.5 | -4.0
CCc1c(C)sc2nc(C(C)C)nc(SCC(=O)N3CCc4ccccc4C3)c12 | -19.7 | 1.6
NC(=O)C1CCN(C(=O)c2ccc3c(=O)n(Cc4ccco4)c(SCC(=O)c4ccc(F)cc4)nc3c2)CC1 | -2.7 | -5.7
CC(=O)SCC(Cc1ccccc1)C(=O)NCC(=O)OCc1ccccc1 (centres undefined) | -10.7 | -2.1
Clc1ccc(Cn2ncc3c(NCc4ccccc4)ncnc32)c(Cl)c1 | -5.2 | -4.4
O=C1NC(Cc2ccc(O)cc2)c2nc3ccccc3c(=O)n2-c2ccccc21 (centres undefined) | 7.9 | -0.4
Oc1c(C(c2ccccn2)N2CCC(Cc3ccccc3)CC2)cc(Cl)c2cccnc12 (centres undefined) | -25.0 | -8.3
Cc1c(C=C2C(=O)c3ccccc3C2=O)cc(C#N)n1C | -11.9 | -1.8
O=c1[nH]c2ccccc2nc1C(Cl)c1ccccc1 (centres undefined) | -3.1 | -2.2
COc1ccc(N2CCC(CNC(=S)Nc3cccc(OC)c3)C2)cc1 (centres undefined) | -4.8 | -9.1
Cc1cc(C)c(-n2c(C)cc(/C=C3/NC(=O)NC3=O)c2C)c(C)c1 | -23.9 | -12.5
CCn1cc(C(=O)Nc2cccc(C)c2)c(=O)c2ccc(C)nc21 | -6.6 | -9.3
O=C(/C=C/c1ccc2c(c1)OCO2)Nc1nc(-c2ccc(F)cc2F)cs1 | -2.5 | -5.5
C[C@H]1COc2c(C3(N)CC3)c(F)cc3c(=O)c(C(=O)O)cn1c23 | -7.8 | -1.5
Cc1ccc(S(=O)(=O)N/N=c2\oc3ccccc3cc2C(=O)Nc2cccc(C)c2)cc1 | 0.1 | -1.0
COc1ccc(/C=C2\CCCC(C(=O)C(F)(F)F)=C2O)cc1OC | -13.8 | -18.8
CCN(c1ccccc1)S(=O)(=O)c1ccc(Cl)c(NC(=O)COC(=O)c2cc(O)c3ccccc3c2O)c1 | -16.0 | -3.4
Cc1c(O)nc2sc3ccccc3n2c1=O | -1.2 | 7.6
O=C(Cc1nc2ccccc2s1)c1ccc(O)cc1O | 6.4 | -12.5
Cc1cnn(C(=S)NCc2ccc(Cl)cc2)c1 | -3.4 | 2.6
CCc1ccc(NC(=O)CN2C(=O)C(=O)N(Cc3ccccc3)C2=O)cc1 | -1.1 | -1.7
CCOC(=O)c1c(C)oc2c1c(C(c1ccncc1)N1CCOCC1)c(O)c1ccccc12 (centres undefined) | -27.6 | 3.2
Cn1ccnc1SCC(=O)Nc1ccc2c(c1)OC(F)(F)O2 | -20.1 | -6.6
COc1ccc(N2Cc3ccc(C(=O)N/N=C\c4ccc(O)cc4O)cc3C2)cc1 | -6.6 | -17.3
Cn1nc(CC(=O)Nc2cccnc2N2CCOCC2)c2ccccc2c1=O | -4.5 | 0.4
Cc1ccc(/C=C2\SC(=S)N(CC(=O)Nc3ncc(Cc4ccccc4Cl)s3)C2=O)cc1 | -10.9 | -3.1
COc1ccc(-c2nn(C)c(=O)c3ccccc23)cc1CNC(=O)CN1CCOCC1 | -13.6 | -3.8
O=C(NCc1cc(C(F)(F)F)cc(C(F)(F)F)c1)C1CC(c2ccccc2C(F)(F)F)=NO1 (centres undefined) | -13.2 | -0.2
O=C(c1cccn2c(=O)c3cc4ccccc4cc3nc12)N1CCN(c2ccccc2)CC1 | -9.1 | 2.6
C[C@@H](C(=O)Nc1ccc2ccccc2c1)[C@H]1C[C@]1(C)[C@H](NC(=O)c1cccnc1)c1ccccc1 | -31.5 | -16.3
CC1Oc2ccccc2N(Cc2ccccc2F)C1=O (centres undefined) | -10.2 | -1.3
Cc1ccc2nc(N3CCCCC3)c(C=O)c(=O)n2c1 | -6.5 | -10.9
CCN(CC)C(=O)c1ccc2c(c1[N+](=O)[O-])C(=O)c1ccccc1C2=O | -7.0 | -5.1
COc1cc2nc(Cl)nc(N3CCN(C)CC3)c2cc1OC | -6.7 | -5.9
CC1=C(C#N)C(=O)N(C2CCS(=O)(=O)C2)C(=O)/C1=C\c1ccco1 (centres undefined) | -13.5 | -7.7
CC(=O)NCC1=C(NC(C)=O)C2CC1C(C)(C)C2C (centres undefined) | 2.8 | 7.2
Cc1ccc2cccc(NS(=O)(=O)c3ccccc3)c2n1 | 18.1 | 4.4
Fc1ccccc1Cn1cnc(NC(=S)NCCc2ccccc2)n1 | -6.3 | -4.9
CSCCC(NC(=O)c1ccco1)C(=O)OCC(=O)Nc1sccc1C#N (centres undefined) | 0.2 | -16.9
Cc1ccsc1/C=C1/SC(N2CCOCC2)=NC1=O | -8.1 | -6.8
CCCCn1c(=N)n(CC(=O)c2ccc(OC)cc2)c2ccccc21 | -23.6 | -6.9
O=C(O)Cn1nnc(-c2ccc(OCc3ccccc3Cl)cc2)n1 | -5.9 | -4.9
CCCCC1=CC2=CC(=O)C(C)(OC(=O)c3ccc(Cl)nc3)C(=O)C2=CO1 (centres undefined) | -7.7 | -3.0
